Screening results (PubChem)
WRN helicase inh: WRN helicase (human) inhibition. WRN helicase unwinding, fluorescent forked duplex, kinetic. Potency, µM (top dose mostly 114 µM), for the others: at the highest dose activity change, negative = inhibition, most hits filed as inhibitors. hit rate 0.46% among 360,000; note: potency is the fitted concentration of half-maximal effect; % is set by controls: 0 for no effect and ±100 for the full control effect; nearly all actives have a fitted effect of over 55% in size
Target sequence (Q14191 whole entry, looked up): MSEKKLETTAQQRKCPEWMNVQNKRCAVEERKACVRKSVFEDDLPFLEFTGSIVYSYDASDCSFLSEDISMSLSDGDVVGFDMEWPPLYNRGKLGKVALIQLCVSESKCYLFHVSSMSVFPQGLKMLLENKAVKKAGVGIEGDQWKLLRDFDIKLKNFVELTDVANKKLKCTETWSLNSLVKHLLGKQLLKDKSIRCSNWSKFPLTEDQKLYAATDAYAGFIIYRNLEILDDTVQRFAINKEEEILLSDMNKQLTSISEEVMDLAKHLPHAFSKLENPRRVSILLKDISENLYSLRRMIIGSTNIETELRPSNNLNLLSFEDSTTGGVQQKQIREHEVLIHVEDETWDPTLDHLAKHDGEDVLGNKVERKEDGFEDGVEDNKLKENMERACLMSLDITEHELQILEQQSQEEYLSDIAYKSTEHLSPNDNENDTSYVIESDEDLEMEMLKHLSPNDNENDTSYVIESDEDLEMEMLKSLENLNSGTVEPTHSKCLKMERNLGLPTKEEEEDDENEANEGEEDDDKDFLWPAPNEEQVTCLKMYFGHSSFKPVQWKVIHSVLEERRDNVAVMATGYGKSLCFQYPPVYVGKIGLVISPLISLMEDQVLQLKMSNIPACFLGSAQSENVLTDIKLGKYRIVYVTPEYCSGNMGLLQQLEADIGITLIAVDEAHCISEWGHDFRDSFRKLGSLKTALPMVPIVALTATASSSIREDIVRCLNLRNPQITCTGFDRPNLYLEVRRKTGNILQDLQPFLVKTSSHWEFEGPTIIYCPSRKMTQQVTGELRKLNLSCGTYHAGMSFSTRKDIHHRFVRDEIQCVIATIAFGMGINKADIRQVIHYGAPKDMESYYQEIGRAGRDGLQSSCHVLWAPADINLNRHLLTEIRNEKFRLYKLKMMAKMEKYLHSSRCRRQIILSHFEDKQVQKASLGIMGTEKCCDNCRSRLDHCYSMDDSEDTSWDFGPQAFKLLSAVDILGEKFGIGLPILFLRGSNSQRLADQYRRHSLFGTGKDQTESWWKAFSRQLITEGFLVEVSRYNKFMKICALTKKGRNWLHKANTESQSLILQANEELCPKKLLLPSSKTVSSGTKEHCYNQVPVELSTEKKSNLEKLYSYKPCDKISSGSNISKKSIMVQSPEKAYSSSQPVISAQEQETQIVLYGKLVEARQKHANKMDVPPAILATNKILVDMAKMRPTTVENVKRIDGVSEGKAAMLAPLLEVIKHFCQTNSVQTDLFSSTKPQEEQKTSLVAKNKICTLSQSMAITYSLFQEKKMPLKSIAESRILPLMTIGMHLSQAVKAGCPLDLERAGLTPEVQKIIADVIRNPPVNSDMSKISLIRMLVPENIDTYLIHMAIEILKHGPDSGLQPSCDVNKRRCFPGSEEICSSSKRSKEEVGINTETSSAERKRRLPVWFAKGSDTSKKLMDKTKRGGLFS
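Kinetic red-fluorescence monitoring (525/598 nm) tracks WRN helicase activity after 100 nM fluorophore-quencher forked duplex and 2 mM ATP are added to 20 nM enzyme pretreated 15 min at room temperature with compound.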
SW480 rereplic: DNA re-replication induction in SW480 cells | SW480 DNA re-replication, Hoechst DNA content imaging, 48 h | hit rate 1.8% among 340,000 | Potency, µM (titrated, usually from 46.1 µM), inactives show at the highest dose re-replication activation, usual class: activators; note: potency is the fitted concentration of half-maximal effect; % of control where 0% means no effect; nearly all actives have a fitted effect of over 55% in size
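250 cells/well; 23 nL cpd via pin tool; 48 hr, 37 C, 5% CO2; Hoechst 40 min; imager read of total nuclear intensity, ex 405/em 500-530 nm.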
KB-3-1 tox: KB-3-1 parental cell cytotoxicity | KB-3-1 viability, CellTiter-Glo ATP luminescence, 72 h | Potency, µM (top dose mostly 46.1 µM), without a hit: at the top dose activity change, negative = cytotoxic, usual class: cytotoxic | hit rate 1.4% among 400,000 | AID 1347075; note: potency is the fitted concentration of half-maximal effect; % is set by controls: 0 for no effect and ±100 for the full control effect; nearly all actives have a fitted effect of over 60% in size
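KB-3-1 cells, DMEM (no phenol red) + 10% FBS; compound by pin transfer, 72 h, 37 °C. Readout: CellTiter-Glo luminescence after 10 min. Data normalized, curve-fitted.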
HT1080NT lethal: kills 2HG-producing HT-1080-NT fibrosarcoma cells; HT-1080-NT fibrosarcoma viability, CellTiter-Glo ATP luminescence, 48 h; Potency, µM (top dose mostly 46.1 µM), inactives show at the highest dose activity, negative = less viability, usual class: cytotoxic; hit rate 1.6% among 360,000; AID 686970;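 note: NT is the 2HG producing partner of a matched IDH1 knockdown line; potency is the fitted concentration of half-maximal effect; 0% = DMSO-treated cells and -100% = media-only wells without cells; nearly all actives have a fitted effect of over 55% in size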
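A 48-hour cytotoxicity screen used HT-1080-NT cells plated 2 hours before compound delivery. ATP-based CellTiter-Glo luminescence measured viability, normalized to DMSO and no-cell controls.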
ATXN2 expr inh: reduces ATXN2 reporter expression in HEK-293 cells; HEK-293 ATXN2-luciferase reporter, luminescence, 24 h; Potency, µM (highest dose often 57 µM), for inactives: top-dose activity change, negative = inhibition, most hits filed as inhibitors; hit rate 0.72% among 360,000; note: potency is the fitted concentration of half-maximal effect; % is set by controls: 0 for no effect and ±100 for the full control effect; nearly all actives have a fitted effect of over 55% in size
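ATXN2-luciferase reporter cells (luciferase flanked by upstream and downstream ATXN2 gene portions) were treated 24 h at 37 °C with compounds at up to 57 uM. SteadyGlo luminescence gave expression; GF-AFC fluorescence gave viability.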
HT1080 IDH1KD tx: kills HT-1080 cells with IDH1 knockdown; HT-1080 IDH1 knockdown viability, ATP luminescence, 48 h; Potency, µM (top dose mostly 46.1 µM), for inactives: at the highest dose activity, negative = toxicity, actives largely listed as cytotoxic; hit rate 2% among 360,000; AID 686971;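 note: potency is the fitted concentration of half-maximal effect; 0% = DMSO wells and -100% = cell-free medium wells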
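Assay cells: HT-1080 with IDH1 knockdown, 750 per well, RPMI/5% FBS. Exposure: 48 h at 37 °C following 2 h pre-incubation. Read: CellTiter-Glo luminescence; fitted concentration-response, curve class assigned.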
MCF10A rerep: DNA re-replication induction in MCF 10a cells. AID 624296. hit rate 2.9% among 350,000. Potency, µM (doses to about 46.1 µM), without a hit: top-dose activity, positive = re-replication, hits mostly activators. MCF 10A DNA re-replication, Hoechst nuclear intensity, 48 h; note: potency is the fitted concentration of half-maximal effect; % of control where 0% means no effect; nearly all actives have a fitted effect of over 50% in size
IL1B secr inh: inhibitors of inflammasome signaling (IL-1 beta secretion) | THP-1 LPS/ATP IL-1B secretion, AlphaLISA, 16 h; active compounds read low | activity change, % at 57.5 µM | hit rate 4.7% among 360,000 | AID 743279; in the data active = activity change below about -50%; inconclusive = mostly about -30% to -49%; note: % is set by controls: 0 for no effect and ±100 for the full control effect
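Secreted IL-1B measured by AlphaLISA bead assay after 16 h compound exposure of THP-1 cells; compounds (final up to 57.5 uM) added 1 h before LPS (250 ng/mL) and ATP (1.25 mM) stimulation; lower signal means less secretion.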
KB-V1 MDR tox: KB-V1 MDR subline cytotoxicity. KB-V1 MDR cells viability, CellTiter-Glo, 72 h. hit rate 3.4% among 400,000. Potency, µM (doses to about 46.1 µM), for inactives: at the top dose activity change, negative = cytotoxicity, usual class: cytotoxic; note: potency is the fitted concentration of half-maximal effect; % is set by controls: 0 for no effect and ±100 for the full control effect; nearly all actives have a fitted effect of over 60% in size
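In this primary screen, KB-V1 cells overexpressing P-gp are incubated with library compounds (lowest to highest concentration) for 72 h at 37 degrees C before a luminescent ATP viability read.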
An asterisk follows results filed as active; u = inconclusive; x = not tested or not shown; & = joins results of further samples; ! = repeats disagree; [ ] = another dose, or the depositor's remark. Unless noted, calls come from the whole dose curve; as a rule, active = well fitted curve in the direction sought with a large enough effect; inconclusive = small, poorly fitted or top-dose-only effect, or another doubt; inactive = no such curve, though single readings can be large; an effect the other way counts as inactive or inconclusive.

SMILES	WRN helicase inh	SW480 rereplic	KB-3-1 tox	HT1080NT lethal	ATXN2 expr inh	HT1080 IDH1KD tx	MCF10A rerep	IL1B secr inh	KB-V1 MDR tox
O=C1c2ccccc2C(O)(c2ccccc2)N1c1ccc([N+](=O)[O-])cc1Cl (configuration not stated)	-11%	-3%	13%	1%	1%	0%	u	10	-9%
CC(C)(C)OC(=O)N1CCCN(C(c2ccnc3ccccc23)c2nnnn2-c2ccc3c(c2)OCCO3)CC1 (configuration not stated)	-6%	x	u	23µM*	u	u	x	-13	0%
CC(=O)c1cccc(OCc2cc(C(=O)N3CC4C[C@@H]5CC3C[C@H](C4)C5)no2)c1	-4%	-7%	u	-17%	x	-7%	-6%	18	-9%
Cc1ccc(-n2c(CNc3ccc(F)cc3)nnc2SCC(=O)NCc2ccco2)cc1	5%	-5%	3%	13%	-7%	-1%	1%	-23	-2%
CN(C)C1CN(Cc2cn(Cc3cccc(Cl)c3)nn2)S(=O)(=O)C1 (configuration not stated)	1%	x	29%	20%	2%	8%	x	6	u
CCc1ccc(-c2c(C)sc(NC(C)=O)c2C(N)=O)cc1	0%	-1%	-1%	-12%	-13%	-24%	11%	u	0%
Cc1nnc(SCC(=O)NCC2CCCCC2)n(N)c1=O	1%	-8%	-19%	13%	2%	5%	-6%	17	-2%
Cc1ncc(CN2CCC(N3CCC(C(=O)N4CCCC4)CC3)CC2)s1	-10%	1%	x	0%	1%	0%	-7%	11	x
CCOc1ccc(C(=O)/C=C/c2cc(OC)c(OC)c(OC)c2)cc1	-2%	u	u	u	-30%	16µM*	u	-94*	u
CCCCOc1cccc(/C=C(\C#N)C(=O)NC2CC2)c1	-9%	-4%	9%	-4%	11%	-10%	u	-12	7%
CC(=O)NS(=O)(=O)c1ccc(NC(=O)CC(C)c2ccccc2)cc1 (configuration not stated)	-5%	0%	-1%	2%	-2%	5%	-9%	19	28%
Cc1cc(C)c2nc(C)cc(Nc3ccc(C(=O)NCCO)cc3)c2c1	5%	-8%	u	-14%	-15%	-14%	5%	-90*	24%
COc1ccc(CSc2nc(C)cc(C)c2C#N)cc1	-3%	-7%	1%	8%	27%	5%	3%	68	0%
CC(=O)c1c(C)[nH]c(C(=O)OCC(=O)N2CCc3ccccc3C2)c1C	1%	3%	-19%	-4%	x	-4%	13%	59	-20%
C=CCNC(=O)CN1C(=O)c2cccc3cccc1c23	8%	-7%	12%	9%	7%	5%	11%	-11	1%
O=C(CNC(=O)c1ccco1)NCC(=O)OCc1cccc(C(=O)Oc2ccccc2)c1	-12%	-9%	5%	3%	5%	-18%	8%	8	1%
CCOC(=O)c1c(C)[nH]c(C(=O)N/N=C/c2ccc(OC)c(OC)c2)c1C	1%	u	u	14%	x	u	14%	15	-15%
Cn1c(SCc2ccccc2)nc(C(F)(F)F)cc1=O	-10%	17%	0%	-18%	7%	u	-1%	-18	-9%
Cc1cc(C)cc(NC(=S)NCc2ccc(S(N)(=O)=O)cc2)c1	1%	3%	-3%	1%	-25%	-3%	-37%[inhibitor]	12	-3%
O=C1CCCC2=C1C(c1cn(-c3ccccc3)nc1-c1cccs1)c1c([nH]c(=O)[nH]c1=O)N2 (configuration not stated)	-15%	-15%	-2%	-5%	3%	0%	-2%	58	10%
O=C(CCSC1=NCCCN1)c1ccc(F)cc1	u	u	-21%	-3%	2%	2%	u	-4	-12%
O=C1c2cccc3cccc(c23)C(=O)N1CCN1CCN(C(=S)Nc2ccc(Cl)cc2)CC1	-33%[57.1 µM]	-2%	6%	0%	-8%	4%	-4%	16	-5%
O=S(=O)(c1ccc(Cl)cc1)c1snnc1-c1ccccc1	-11%	u	5.8µM*	12µM*	20µM*	7.3µM*	u	-115*	u
Cc1cc2cc(CNC(=O)c3cccc([N+](=O)[O-])c3)ccc2n1C	-6%	-5%	1%	-16%	-12%	3%	15%	-12	2%
O=C(NCc1ccco1)C1CC(=O)N(c2ccc(Cl)cc2)C1 (configuration not stated)	-2%	-10%	14%	0%	0%	-3%	-3%	0	-10%
COCCCN(C(=O)CCSc1ccc(F)cc1)c1c(N)n(Cc2ccccc2)c(=O)[nH]c1=O	-1%	0%	14%	2%	0%	0%	-2%	-8	15%
COc1cc(C(=O)N(Cc2cccc(Cl)c2)C2CCS(=O)(=O)C2)cc(OC)c1OC (configuration not stated)	7%	-23%	6%	0%	-11%	20%	-178%[0.0737 µM]	-11	17%
Cc1ccc(OCC(=O)Nc2cc(NC(=O)COc3ccc(C)cc3)cc(C(=O)O)c2)cc1	-2%	-13%	17%	5%	19%	5%	4%	32	10%
CC(C)c1cc(O)c(-c2ccccc2)c(=O)n1-c1ccc(Cl)cc1	11%	-3%	-4%	9%	-9%	8%	-2%	10	4%
Cc1cccc2cc(CN(CC3CCCO3)C(=S)NCc3ccco3)c(=O)[nH]c12 (configuration not stated)	5%	u	20%	-27%	-2%	u	7%	-9	4.1µM*
COc1ccc(C)cc1NC(=O)CN1C(=O)CSc2ccc(S(=O)(=O)N3CCCC3)cc21	6%	u	0%	-9%	-17%	-8%	1%	-23	-3%
Nn1c(-c2ccco2)n[nH]c1=S	8%	-1%	-3%	-6%	2%	13%	3%	20	16%
C=C(C)CNC(=S)N=Nc1c(O)[nH]c2ccc([N+](=O)[O-])cc12	u	14%	1%	-2%	u	-17%	-4%	12	u
CC(=NNC(=S)N1CCCCCC1)c1ccccn1	-6%	u	u	-17%	u	u	u	-106*	u
Cc1ccccc1NC(=O)C1CCCN(C(=O)NCc2ccccc2)C1 (configuration not stated)	3%	-6%	19%	u	-5%	20%	-10%	11	10%
CC1C(=O)N2CCCc3cc(S(=O)(=O)NCc4ccc(Cl)cc4)cc1c32 (configuration not stated)	0%	-6%	1%	-6%	-13%	-1%	0%	0	8%
CCN(Cc1cn2cccnc2n1)C1CCCCC1	-4%	-12%	14%	7%	5%	12%	1%	28	22%
COc1ccc(NC(=O)c2cccc(OC(F)F)c2)cc1Cl	-5%	-1%	-7%	9%	94%[activator]	10%	4%	-19	15µM*
Cc1cccc(NC(=O)c2cccc3c2-c2ccccc2C3=O)n1	-9%	u	6%	-11%	-8%	-23%	0%	5	2%
COC1=CCC2([N+](=O)[O-])CN(CCO)CC1([N+](=O)[O-])C2 (configuration not stated)	-4%	-2%	1%	15%	-1%	6%	0%	18	0%
Cn1c(CN2CCCCC2)nc2cc(NC(=O)c3ccccc3Cl)ccc21	1%	0%	u	-18%	3%&4%	u	-3%	14	15µM*!
COC(=O)[C@@H]1C[C@@H]2CC[C@@H](O)C[C@@H]2N1Cc1ccccc1OS(=O)(=O)c1ccc(C)cc1	-6%	-3%	-2%	8%	9%	3%	3%	30	-14%
O=C(O)C1CCCN1S(=O)(=O)c1ccc(Br)cc1 (configuration not stated)	-1%	-25%	0%	16%	x	-2%	1%	5	-10%
Cc1nn(C)c(C)c1C1C(C#N)=C(N)OC2=C1C(=O)CCC2 (configuration not stated)	-1%[57.1 µM]	-10%	12%	11%	-7%	10%	0%	19	-2%
COc1ccc(/C=C2\CCn3c2nc2cc(C(=O)O)ccc2c3=O)cc1OC	u	1%	26%	23%	-2%	15%	-6%	0	0%
COc1ccc(/C=C(/NC(=O)c2ccccc2)C(=O)NCc2ccco2)cc1	-4%	7%	u	-20%	-16%	-18%	-3%	16	u

An excerpt of these results, with values under each structure.
Sequence of screens – WRN helicase inh | SW480 rereplic | KB-3-1 tox | HT1080NT lethal | ATXN2 expr inh | HT1080 IDH1KD tx | MCF10A rerep | IL1B secr inh | KB-V1 MDR tox
CC1C(=O)N2CCCc3cc(S(=O)(=O)NCc4ccc(Cl)cc4)cc1c32 (configuration not stated)
→ 0% | -6% | 1% | -6% | -13% | -1% | 0% | 0 | 8%
CCN(Cc1cn2cccnc2n1)C1CCCCC1
→ -4% | -12% | 14% | 7% | 5% | 12% | 1% | 28 | 22%
COc1ccc(NC(=O)c2cccc(OC(F)F)c2)cc1Cl
→ -5% | -1% | -7% | 9% | 94%[activator] | 10% | 4% | -19 | 15µM*
Cc1cccc(NC(=O)c2cccc3c2-c2ccccc2C3=O)n1
→ -9% | u | 6% | -11% | -8% | -23% | 0% | 5 | 2%
COC1=CCC2([N+](=O)[O-])CN(CCO)CC1([N+](=O)[O-])C2 (configuration not stated)
→ -4% | -2% | 1% | 15% | -1% | 6% | 0% | 18 | 0%
Cn1c(CN2CCCCC2)nc2cc(NC(=O)c3ccccc3Cl)ccc21
→ 1% | 0% | u | -18% | 3%&4% | u | -3% | 14 | 15µM*!
COC(=O)[C@@H]1C[C@@H]2CC[C@@H](O)C[C@@H]2N1Cc1ccccc1OS(=O)(=O)c1ccc(C)cc1
→ -6% | -3% | -2% | 8% | 9% | 3% | 3% | 30 | -14%
O=C(O)C1CCCN1S(=O)(=O)c1ccc(Br)cc1 (configuration not stated)
→ -1% | -25% | 0% | 16% | x | -2% | 1% | 5 | -10%
Cc1nn(C)c(C)c1C1C(C#N)=C(N)OC2=C1C(=O)CCC2 (configuration not stated)
→ -1%[57.1 µM] | -10% | 12% | 11% | -7% | 10% | 0% | 19 | -2%
COc1ccc(/C=C2\CCn3c2nc2cc(C(=O)O)ccc2c3=O)cc1OC
→ u | 1% | 26% | 23% | -2% | 15% | -6% | 0 | 0%
COc1ccc(/C=C(/NC(=O)c2ccccc2)C(=O)NCc2ccco2)cc1
→ -4% | 7% | u | -20% | -16% | -18% | -3% | 16 | u
